# From PubChem BioAssay
# GAA glycogen mod: alters human alpha-glucosidase cleavage of glycogen; recombinant GAA, glycogen substrate, Amplex Red glucose oxidase fluorescence; Potency, µM (series often up to 76.4 µM), for inactives: at the highest dose activity change, negative = inhibition, actives largely listed as inhibitors; hit rate 0.38% among 300,000; active = well fitted inhibition curve with a large enough effect; inconclusive = small, poorly fitted or top-dose-only effect, or another doubt; inactive = no such curve, though single readings can be large or run the other way;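 note: 0% = full enzyme reaction and -100% = no-enzyme basal signal; the screen sought inhibitors and activators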
#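 qHTS, 1536-well; enzyme 4 nM final; cpd up to 77 uM; substrate bovine liver glycogen 30 ug; 50 mM citrate/phosphate pH 5.0, 0.01% Tween-20; 37 C, 40 min; Amplex Red detection 45 min RT; Hill fit → AC50.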
# The depositor's hits bear a star; ? = inconclusive; [ ] = remark or other dose. Potency is the fitted concentration of half-maximal effect. Some of the compounds tested; the hit share may differ from the screen's.
cpd	SMILES	GAA glycogen mod
1	CCN(CC)CCCNC(=O)c1c(O)c2cc(F)cc3c2n(c1=O)C(C)CC3 (stereo not drawn)	1%
2	CCCCn1c(SCC(=O)Nc2cc(C)on2)nnc1-c1ccncc1	14%
3	COc1ccc(-c2nnc(SCc3cccc(Cl)c3)o2)cc1	6%[76.3 µM]
4	O=C1Nc2ccc(Br)cc2/C1=C/c1ccc(C(=O)O)cc1	-4%
5	NC1=NC(=O)C(Cc2ccc(F)cc2)S1 (stereo not drawn)	9%[76.3 µM]
6	O=C(NCC1CCCO1)c1nn2c(C(F)(F)F)cc(-c3cccs3)nc2c1Br (stereo not drawn)	8%[76.3 µM]
7	COCCn1c(SCC(=O)Nc2ccc(OC)cc2OC)nc2ccccc2c1=O	-4%[76.3 µM]
8	O=C(NC1CCCC1)C(c1cccnc1)N(C(=O)c1csnn1)c1ccccc1Cl (stereo not drawn)	-3%
9	Cc1csc(NC(=O)c2ccc(Cl)nc2)n1	-4%
10	Cc1ccc(CNC(=O)c2c[nH]n3c(=O)c(Cc4ccc(Cl)cc4)c(C)nc23)cc1	-2%[76.3 µM]
11	Cn1cc(CN2CCC(n3nccc3NC(=O)C3CCCC3)CC2)cn1	-6%[76.3 µM]
12	CC1CCCC(NC(=O)c2ccc3snnc3c2)C1C (stereo not drawn)	7%[76.3 µM]
13	COc1ccc(NC(=O)c2cc([N+](=O)[O-])ccc2N2CCCCC2)cc1	8%[76.3 µM]
14	O=C(Cn1cc(SCc2c(F)cccc2Cl)c2ccccc21)N1CCCC1	14%[76.3 µM]
15	COc1cccc2cc(C(=O)NCCc3ccccc3)oc12	-3%[76.3 µM]
16	COc1ccc(NC(=O)CN(C)S(=O)(=O)c2ccc3[nH]c4c(c3c2)CCCC4)cc1Cl	3%[76.3 µM]
17	COc1ccc(-n2nc3c(c2NC(=O)COc2ccccc2F)CS(=O)(=O)C3)cc1	-5%[76.3 µM]
18	COc1cccc2cc(C(=O)NCc3ccccc3Cl)c(=O)oc12	-3%[76.3 µM]
19	COc1ccc(Nc2c3c(nc4ccccc24)CCC3)cc1	0%
20	CC1(C)CC(NS(=O)(=O)c2cccc3ccccc23)CC(C)(C)N1	-9%[76.3 µM]
21	Cc1nc2ccccc2c(=O)n1NC(=O)c1ccccc1F	7%
22	Cc1c(CC(=O)NCc2ccccc2)c(=O)oc2c(C)c(O)ccc12	?
23	Cc1ccc2nc(-c3c[nH]c4ccccc34)c(Nc3ccccc3C)n2c1	?
24	CC(=O)c1ccc(NC(=O)COc2ccccc2-c2nc(C)no2)cc1	7.1µM*
25	COc1ccc(S(=O)(=O)N(C)CC(=O)N2CCCC2)cc1	0%[76.3 µM]
26	Cc1cccc(NS(=O)(=O)c2ccc(C(=O)NCC(c3ccccc3)N(C)C)cc2)c1C (stereo not drawn)	0%[76.3 µM]
27	CC(=O)Nc1cccc(NC(=O)Cn2cnc3c2c(=O)n(C)c(=O)n3C)c1	15%[76.3 µM]
28	COc1cccc(N2CC(C(=O)Nc3ccc(F)cc3)CC2=O)c1 (stereo not drawn)	-13%[76.3 µM]
29	Cc1ccccc1-c1nnc(CN2CCN(c3ccccn3)CC2)o1	1%[76.3 µM]
30	COc1ccc(Cl)cc1Nc1ncnc2c1nc1n2CCCC1	-6%[76.3 µM]

# Looked up one by one from above:
cpd	SMILES	GAA glycogen mod
20	CC1(C)CC(NS(=O)(=O)c2cccc3ccccc23)CC(C)(C)N1	-9%[76.3 µM]
14	O=C(Cn1cc(SCc2c(F)cccc2Cl)c2ccccc21)N1CCCC1	14%[76.3 µM]
19	COc1ccc(Nc2c3c(nc4ccccc24)CCC3)cc1	0%

# The listing picks up, starting 3 compounds before the break.
cpd	SMILES	GAA glycogen mod
28	COc1cccc(N2CC(C(=O)Nc3ccc(F)cc3)CC2=O)c1 (stereo not drawn)	-13%[76.3 µM]
29	Cc1ccccc1-c1nnc(CN2CCN(c3ccccn3)CC2)o1	1%[76.3 µM]
30	COc1ccc(Cl)cc1Nc1ncnc2c1nc1n2CCCC1	-6%[76.3 µM]
31	CC(C)c1nnc(SCC(=O)NC2CCCC2)n1C	1%
32	Cn1nc(-c2ccccc2F)c2cc(C(=O)N3CCN(c4ccccc4F)CC3)sc21	6%[76.3 µM]
33	COc1cc(OC)cc(C(=O)OCC(=O)NC(C)CCc2ccccc2)c1 (stereo not drawn)	2%
34	Cc1ccc(NC(=O)Nc2csc3c2CCCC3)c(C)c1	14%[76.3 µM]
35	Cc1ccc(OCC(=O)NCCNC(=O)c2ccco2)cc1	2%
36	COc1cccc(Nc2ccc(C(=O)O)cc2N)c1	?
37	CCOC(=O)Cn1c(=O)c(F)cn(Cc2ccc(OC)c([N+](=O)[O-])c2)c1=O	0%[76.3 µM]
38	COc1ccc(N2CC(C(=O)N[C@@H](C)C(=O)N[C@H](CO)c3ccccc3)CC2=O)cc1 (stereo partly drawn)	1%[76.3 µM]
39	COc1ccc(-c2cc(C(F)(F)F)nc(SCCC(=O)Nc3ccc(F)cc3F)n2)cc1	-4%[76.3 µM]
40	C=CCNC(=S)N/N=C/c1ccccc1OCCOc1ccccc1	12%[76.3 µM]
41	C=CCn1c(SCC(=O)Nc2ccc(OC)cc2)nc2ccccc2c1=O	-5%[76.3 µM]
42	NC(=O)C1CCN(C(=O)CC2C(=O)NCCN2Cc2cccc(Oc3ccccc3)c2)CC1 (stereo not drawn)	1%[76.3 µM]
43	COc1ccccc1C(=O)NC(=S)Nc1ccc2[nH]c(=O)[nH]c2c1	-2%
44	Cc1ccccc1CN1CCC(n2nccc2NC(=O)c2cccnc2)CC1	-1%[76.3 µM]
45	Cc1ccc(NC(=O)C(C)Sc2n[nH]c(CNc3ccccc3)n2)cc1 (stereo not drawn)	3%
46	COc1ccc(CCNC(=O)Cc2c(C)c3cc4c(C)coc4cc3oc2=O)cc1OC	0%[76.3 µM]
47	CC1=C(C(=O)NCCc2ccc(Cl)cc2)C2(CCCCC2)OC1=O	10%[76.3 µM]
48	CCN1C(=O)[C@H]2[C@@H](c3ccc(C)cc3)N3C(=O)N(c4ccc(C)cc4)C(=O)[C@@]3(Cc3ccccc3)[C@H]2C1=O	17%[76.3 µM]
49	CCOc1cc(/C=N/Nc2nc(C)cc(=O)[nH]2)ccc1O	-1%
50	CS(=O)(=O)c1ccc(C(=O)OC2CCOC2=O)cc1[N+](=O)[O-] (stereo not drawn)	8%
51	O=C1OCCN1c1c(-c2ccccc2)c(-c2cccs2)nc2c(-c3ccccc3)cccc12	-11%[76.3 µM]
52	CCn1c(=O)cc(OCC(=O)N2CCN(c3ccccc3OC)CC2)c2ccccc21	-15%[76.3 µM]
53	Cc1ccc2oc(=O)c3cc(C(=O)N(Cc4ccccc4)C(C)C)sc3c2c1	-9%[76.3 µM]
54	CCN(Cc1ccccc1)S(=O)(=O)c1cc(Br)cc2c1N(C(=O)C1CC1)CC2	-9%[76.3 µM]
55	CCN(CC)CCN(C(=O)CN1C(=O)c2ccccc2C1=O)c1nc2cc3c(cc2s1)OCO3	0%[76.3 µM]
56	CC(O)CSc1nc2c(c(=O)[nH]c(=O)n2C)n1Cc1ccccc1Cl (stereo not drawn)	2%[76.3 µM]
57	Nc1ccccc1SCC(=O)Nc1ccc2c(c1)OCCO2	-17%
58	Cc1c(O)ccc2c(CC(=O)N[C@@H](Cc3ccc(O)cc3)C(=O)O)cc(=O)oc12	2%
59	CC(C)Cn1cnc2c1c(=O)n(CC(=O)O)c(=O)n2Cc1ccccc1	7%
60	Cc1ccc(C)c(Cn2c(=O)c3c(nc4n3CCN4c3ccc(F)cc3)n(C)c2=O)c1	21%[76.3 µM]
61	COc1ccc(OC)c(Nc2nc3ccccc3n3c(C)nnc23)c1	17%[76.3 µM]
62	CC(NC(=O)[C@H](Cc1c[nH]c2ccccc12)NC(=O)[C@@H]1Cc2ccccc2CN1)c1ccccc1 (stereo partly drawn)	18%[76.3 µM]
63	CCOc1cc(C(=S)N2CCOCC2)ccc1OS(=O)(=O)c1ccc(OC)cc1	4%[76.3 µM]
64	COc1ccc(NC(=O)Cn2cc(S(=O)(=O)Cc3ccc(F)cc3)c3ccccc32)cc1OC	11%[76.3 µM]
65	COc1cc(/C=C2\SC(=S)N(NC(=O)c3cccc(O)c3)C2=O)ccc1O	-27%
66	CCCC12CN3CC(CCC)(CN(C1)C3c1ccc(OCc3ccccc3)cc1)C2=O (stereo not drawn)	-2%[76.3 µM]
67	COc1ccccc1C(=O)Nc1ccc2oc(-c3cccc4c(Br)cccc34)nc2c1	9%[76.3 µM]
68	Cc1ccc(C)c(NC(=O)c2cnccn2)c1	-7%[76.3 µM]
69	CCN(CC)CCNC(=O)c1ccc(NC(=O)c2ccc3c(c2)CCC3)cc1	-2%
70	CCOc1ccc(-n2nc(CO)c(C(=O)NCC(c3ccccc3)c3ccccc3)n2)cc1	16%[76.3 µM]
71	COc1cccc(NC(=O)CN(C)C(=O)CC(C)c2ccccc2)c1 (stereo not drawn)	-6%[76.3 µM]
72	CCc1cc(=O)oc2cc(C)cc(OCC(=O)NCCCN3CCOCC3)c12	-3%[76.3 µM]
73	COc1ccccc1-c1nnc(C2CCN(C(=O)c3ccc(C)cc3)CC2)o1	16%[76.3 µM]
74	Cc1cnc(=O)[nH]c1SCc1ccc([N+](=O)[O-])cc1	-6%[76.3 µM]
75	Cc1cccc(NC(=O)CCNC(=O)c2ccc(Br)cc2)c1C	0%
76	COc1cc2ccccc2cc1C(=O)Nc1cc(-c2nc3ccccc3o2)ccc1C	-3%[76.3 µM]
77	Cc1cccc(C)c1OCCn1c(CCNC(=O)C2CCCCC2)nc2ccccc21	8%[76.3 µM]
78	O=C(O)c1c2c(nc3ccccc13)/C(=C/c1ccc(OC(F)F)cc1)CCC2	4%[76.3 µM]
79	Cc1cc(F)ccc1NCc1ccccc1-c1nnc(-c2ccccc2Cl)o1	7%[76.3 µM]
80	Nc1ccccc1C(O)(Cc1ccccc1)c1ccccc1 (stereo not drawn)	-4%
81	Cc1ccc2occ(CC(=O)N(Cc3ccc(C(C)C)cc3)C3CCS(=O)(=O)C3)c2c1 (stereo not drawn)	4%[76.3 µM]
82	Cc1ccccc1OCC(=O)Nc1ccc2[nH]c(=O)sc2c1	-10%[76.3 µM]
83	Cc1cccc(C)c1OCc1cc(=O)n2c(-c3ccccc3)csc2n1	?
84	Cc1ccccc1Cn1c(=O)n(CCCCC(=O)NCCc2ccccc2)c(=O)c2ccccc21	-12%[76.3 µM]
85	O=C(NCCc1cccc(F)c1)C1CCC(=O)N(CCCc2ccccc2)C1 (stereo not drawn)	-3%[76.3 µM]
86	O=C1NC(=Nc2cccc(O)c2)S/C1=C\c1cccc([N+](=O)[O-])c1	0%
87	Cc1nnc(SCC(=O)Nc2ccc(C(N)=O)cc2)n1-c1ccccc1	-10%
88	COc1cc(NC(=O)c2c(OC)cccc2OC)ccc1NC(=O)c1cc2ccccc2o1	-8%[76.3 µM]
89	Cc1ccc2oc(C(=O)Nc3nnc(CC(C)C)s3)c(C)c2c1	-10%[76.3 µM]
90	CCCCn1c(=N)c(S(=O)(=O)c2ccc(Cl)cc2)cc2c(=O)n3cccc(C)c3nc21	-6%[76.3 µM]

# Carrying on.
cpd	SMILES	GAA glycogen mod
91	CSCc1c(C(=O)Nc2ccc3c(c2)OCO3)oc2ccccc12	-2%
92	Cc1cc(=O)oc2cc(OCC(=O)NCCc3ccccc3)ccc12	1%
93	Cc1ccc(S(=O)(=O)NCCn2nc(C)nc2C)cc1	0%[76.3 µM]
94	Fc1ccccc1-c1n[nH]c(=S)n1Cc1ccccc1	0%
95	O=C(COc1ccc(Br)cc1)N(Cc1cccs1)C1CCS(=O)(=O)C1 (stereo not drawn)	0%[76.3 µM]
96	Cc1cccc(N2CCN(C(=O)c3cc4c(=O)oc5ccccc5c4s3)CC2)c1C	-21%[76.3 µM]
97	CN(C)CCNC(=O)c1cc2c(s1)-c1ccc(Cl)cc1SC2	-26%
98	Cc1cc2c(cc1S(=O)(=O)N(C)c1ccccc1)n(C)c(=O)n2C	-7%[76.3 µM]
99	O=C(OCCN=C1NS(=O)(=O)c2ccccc21)c1cccc([N+](=O)[O-])c1	-2%
100	CC(=O)COc1ccc2c(c1C)O/C(=C\c1ccco1)C2=O	-10%
101	Cc1ccccc1CC(=O)N1CCN(S(=O)(=O)c2cccs2)CC1	-2%[76.3 µM]
102	C/C(=N/NS(=O)(=O)c1ccc(CC(C)C)cc1)c1ccncc1	0%[76.3 µM]
103	CN(C)Cc1c(C(=O)N/N=C/c2cccnc2)nnn1-c1nonc1N	4%[76.3 µM]
104	O=C(CCS(=O)(=O)c1ccccc1)Nc1nnc(-c2ccco2)o1	-16%[76.3 µM]
105	Cc1ccc(-c2nc3ncccc3o2)cc1NC(=O)COc1ccc(C(C)C)cc1	-19%[76.3 µM]
106	Cc1ccc(-n2nc(CO)c(C(=O)NCc3cccnc3)n2)cc1	-10%[76.3 µM]
107	CC(C)Oc1ccc(CNC(=O)C2CCN(C(=O)N3CCOc4ccc(Cl)cc43)CC2)cc1	20%[76.3 µM]
108	CCc1ccccc1NC(=O)CN1C(=O)c2ccccc2S1(=O)=O	1%
109	Cc1cc(C)c(S(=O)(=O)Nc2ccccc2C(=O)N2CCCC2)c(C)c1	-10%[76.3 µM]
110	CN(C)CCCNc1ncnc2c1cnn2Cc1ccccc1Cl	-6%
111	COc1cc(NC(=O)c2cccs2)c(OC)cc1NC(=O)Cc1ccccc1	3%
112	CCOc1ncc(S(=O)(=O)N2CCN(CC)CC2)cc1C(=O)O	5%[76.3 µM]
113	Cc1ccc(NC(=O)c2sc3ncnc(N4CCN(c5ccccn5)CC4)c3c2C)c(C)c1	-3%[76.3 µM]
114	OCC[C@@H]1C[C@H](O)[C@@H](O)[C@@]2(OCCCc3ccccc32)O1	19%[76.3 µM]
